Screens deposited in PubChem BioAssay by several laboratories.
West Nile virus CPE – West Nile virus antiviral activity, cell-based, CPE readout (AID 1621); West Nile virus-infected cells, CPE inhibition; higher % means a stronger effect; one-dose CPE inhibition, % at 10 µM; IC50 in µM for titrated hits; actives 0.02% (n = 290,000); in the data active means a potency from the dose series; inconclusive means CPE inhibition mostly from about 3.7% at the one dose, without a potency; inactive means the rest, 99 in 100 with CPE inhibition below about 2.2%; further: strong numbers were not always called active
Dengue-2 NS5 capping – Dengue-2 NS5 methyltransferase inhibitors, primary screen, biochemical, confirmation dose response (AID 588689). Genome polyprotein (Dengue virus type 2 (strain 16681-PDK53)). actives 0.3% (n = 340,000). Dengue-2 NS5 methyltransferase capping enzyme assay, biochemical; higher % means a stronger effect. inhibition, % at 25 µM; hits with a dose series show IC50 in µM; in the data active means a potency from the dose series; inconclusive means inhibition above about 29% without an active follow-up result
WT yeast gro inh – growth inhibition of WT strain, primary screen, mitochondrial fusion inhibitor project, WT and mutant strains, chemical genetic; AID 1362, 2008; inhibition, % at 10 µM; mitochondrial fusion phenotypic screen; actives 2.1% (n = 190,000); in the data active means inhibition above about 58%; tested in S. cerevisiae
Yfh1-off respiration – enhancers of respiration in Yfh1-depleted yeast, dose response, Friedreich's ataxia, plus single-dose screen (AID 1465) | S. cerevisiae Yfh1-off respiration, WST-1 reduction, 72 h; higher fold induction means a stronger effect | actives 0.074% (n = 220,000) | one-dose fold induction at 50 µM; EC50 in µM for titrated hits;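 active means fold induction of absorbance versus untreated yeast above a set limit, then at least 30% activation at any dose in follow-up; inconclusive means repeats straddling the limit, or above it without dose testing; inactive means fold induction below the set limit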;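 further: activators that raise dye reduction in frataxin-depleted yeast; strong numbers were not always called active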
RSV CPE inhibition – RSV antiviral activity via CPE protection, HEp-2 cells, primary 10 µM value included (AID 2391); HEp-2 cells, RSV-induced CPE inhibition; higher % means a stronger effect; CPE inhibition, % at 10 µM; hits with a dose series show IC50 in µM; actives 0.13% (n = 310,000); in the data active means a potency from the dose series; inconclusive means CPE inhibition mostly from about 23% at the one dose, without a potency; inactive means the rest, 99 in 100 with CPE inhibition below about 21%; further: strong numbers were not always called active
UTI89 phage lysis – inhibition of K1F phage lysis, E. coli UTI89, bacterial capsule biogenesis inhibitors, alamar blue (AID 488966) | E. coli UTI89 K1F phage lysis, alamar blue, 2 h; higher % means a stronger effect | inhibition, % at 100 µM, or IC50 in µM where a hit was titrated | actives 0.02% (n = 340,000);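 active means phage lysis inhibition, versus mean bacterial control, above a set limit; inconclusive means no clear call, values can overlap the other calls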;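 further: capsule biogenesis inhibitors block K1F phage lysis so surviving cells raise fluorescence; higher fluorescence means more inhibition of phage lysis; actives were called in the ten point dose series up to 300 µM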
CSM14.1 death rescue – rescue of cells from ER stress-induced death, primary screen, 384-well, CSM14.1, thapsigargin, ATP luminescence (AID 1222). CSM14.1 thapsigargin-induced death rescue, ATP luminescence; higher % means a stronger effect. one-dose cellular ATP content (survival), % at 20 µM; EC50 in µM for titrated hits. 190,000 tested, under 10 active;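 active means EC50 below 50 µM in the dose-response confirmation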;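 further: death triggered by thapsigargin at about 15 µM added after 2 h compound pretreatment; cell ATP read after overnight thapsigargin exposure of roughly 18 to 22 hours; normalized against plate controls of thapsigargin alone and 5% DMSO vehicle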
SV40 large T antigen – SV40 large T antigen inhibitors, biochemical (AID 1903). SV40 large T antigen ATPase/helicase inhibition assay; higher % means a stronger effect. actives 0.39% (n = 310,000). inhibition, % at 20 µM, or IC50 in µM where a hit was titrated; in the data active means a potency from the dose series; inconclusive means inhibition mostly from about 32% at the one dose, without a potency; inactive means the rest, 99 in 100 with inhibition below about 32%; further: strong numbers were not always called active
XIAP displacement – XIAP antagonists, biochemical, IAP family, fluorescence polarization (AID 1018); XIAP BIR domain, fluorescence polarization peptide displacement; higher % means a stronger effect; one-dose displacement, % at 20 µM; IC50 in µM for titrated hits; actives 0.007% (n = 200,000); in the data active means displacement above about 50%; further: a part of the inactive calls stands beside numbers as strong as those of hits
WT yeast gro inh mutant strain – second read-out of WT yeast gro inh, no call of its own (marks repeat the call); inhibition, %; mitochondrial fusion phenotypic screen, mutant strain inhibition
Dengue-2 NS5 capping pilot replicate – recorded beside Dengue-2 NS5 capping, whose call it bears; inhibition, %; measured here: pilot screen replicate inhibition
Numbers without * were called inactive; i = inactive; ? = inconclusive; / = no result given; [ ] = another dose, or the depositor's remark.

SMILES	West Nile virus CPE	Dengue-2 NS5 capping	WT yeast gro inh	WT yeast gro inh mutant strain	Yfh1-off respiration	RSV CPE inhibition	UTI89 phage lysis	CSM14.1 death rescue	SV40 large T antigen	XIAP displacement	others
Cc1ccc(S(=O)(=O)[N-]c2nc3ccccc3nc2-[n+]2cc(C)cc(C)c2)cc1	0.4%	8%	/	/	i	3.4%	0.1%	/	12%	/
CCCn1c(N/N=C(C)\C=C\c2ccccc2)nc2c1c(=O)[nH]c(=O)n2C	0.3%	/	-16	13	i	0.0%	/	1.4%	18%	-4.8%
O=C(c1cccs1)c1ccc(-c2cccs2)s1	0.0%	-9%	52	6	i	7.9%	0.7%	-0.1%	-1%	-11%
CCOc1ccc(CCN2C(=O)C3C4C=CC(C4)C3C2=O)cc1OCC (stereo not drawn)	-0.1%	-6%	4	4	i	-1.4%	-0.4%	/	1%	-0.4%
CCCCN1C(=O)CC(Sc2ncccc2C(=O)O)C1=O (stereo not drawn)	0.2%	-5%	17	-1	i	0.8%	0.3%	0.0%	5%	1.3%
Cc1ccc(C2=NOC(C)(c3nnc(-c4ccccc4)o3)C2)cc1 (stereo not drawn)	0.0%	-3%	/	/	i	4.4%	1.2%	/	13%	/
Cc1cccc(N=Nc2c(C)[nH]n(-c3ccccc3)c2=O)c1	-0.1%	4%	7	20	i	5.7%	-0.3%	-2.6%	51%	2.9%
O=C(COC(=O)c1cccc(-n2cnnn2)c1)c1ccc(F)cc1	/	2%	/	/	/	-1.7%	-0.2%[50 µM]	/	29%	/
OCCC1CN(Cc2cc3c(cc2Cl)OCO3)CCN1C1CCCC1 (stereo not drawn)	-0.7%	-5%	14	13	i	-1.8%	0.1%	-0.1%	6%	-4.8%
Cc1ccc(-c2noc(CCCC(=O)N3CCOCC3)n2)cc1	-0.1%	-1%	4	-6	i	0.7%	0.2%	-2.4%	0%	-2.6%
COc1ccc(-c2nnn(CC#N)n2)cc1OC	0.3%	-4%	29	41	i	2.0%	0.5%	0.0%	22%	-4.4%
CCOc1ccc(NC(=O)c2ccco2)c([N+](=O)[O-])c1	-0.7%	-7%	11	12	i	19%	0.8%	0.7%	17%	-2.0%
COc1cc(CN(C(=S)NCC(=O)O)C2CCCC2)cc(OC)c1OC	-0.4%	-6%	-12	-15	i	2.3%	-0.4%	-4.9%	3%	-16%
O=C(CC1C(=O)NCCN1C(=S)Nc1ccccc1)Nc1ccc(F)cc1 (stereo not drawn)	-0.6%	2%	-13	7	i	0.9%	1.3%[50 µM]	-1.0%	1%	-5.6%
CCOC(=O)Cc1nnc(NC(=O)CSc2ncc(-c3ccccc3)nn2)s1	-0.3%	-4%	-2	-2	i	3.3%	0.1%	-0.7%	3%	0.5%
O=C(COc1ccccc1)NC1CCSc2ccccc21 (stereo not drawn)	/	-6%	/	/	/	2.2%	0.7%[50 µM]	/	16%	/
O=C(/C=C/c1cccc([N+](=O)[O-])c1)N(c1ccccn1)c1ccccn1	-0.1%	-7%	/	/	i	0.1%	0.0%	/	8%	/
CN(C)c1ccc(S(=O)(=O)NCC(=O)OCC(=O)Nc2cccc(Cl)c2)cc1[N+](=O)[O-]	-0.2%	-4%	21	-9	i	1.3%	-0.2%	1.6%	1%	-2.8%
COc1ccc(NC2=C(C)C(=O)CC2)cc1	1.1%	-3%	-3	-8	i	2.3%	7.4%	-1.6%	10%	-6.4%
COC(=O)[C@H](C)NC(=O)Nc1cc(Cl)ccc1C	-0.2%	1%	-16	-15	i	1.2%	0.3%	-0.3%	3%	-8.1%
CCOc1ccc(NC(=O)CN(C)CC(=O)Nc2ccc(F)c(F)c2F)cc1OCC	-0.5%	-3%	-3	-21	i	0.6%	0.1%	0.2%	2%	-3.1%
COc1ccc(CNC(=O)CCNS(=O)(=O)c2ccc(Cl)cc2)cc1	-0.4%	-5%	-3	-12	i	0.4%	0.5%	-1.2%	2%	-5.9%
NS(=O)(=O)c1ccc(CCNC(=O)CSc2nc3ccsc3c(=O)n2CC(=O)O)cc1	-0.4%	1%	5	7	i	1.1%	4.2%	-1.6%	12%	-0.3%
Cc1ccccc1CC(=O)NC1CCCCCC1	-0.5%	1%	/	/	/	0.7%	0.0%	/	1%	/
COc1ccccc1Oc1ccc(S(=O)(=O)N2CCCCC2)cc1NC(=O)CCNC(C)=O	-0.7%	1%	/	/	/	2.0%	0.0%	/	14%	/
CC(C)CCNC(=O)c1ccc(Cn2c(=S)[nH]c3ccccc3c2=O)cc1	-0.3%	-4%	/	/	/	1.6%	0.1%	/	6%	/
CC(=O)c1cccc(NC(=O)Cn2cnc(S(=O)(=O)N3CCc4ccccc43)c2)c1	0.1%	-8%	/	/	/	9.4%	0.6%	/	6%	/
CC(=O)n1cc(/C=N/NC(=O)c2sc(C)nc2C)c2ccccc21	0.3%	-8%	-2	-2	i	4.4%	0.0%	-0.5%	3%	-5.9%
COc1cc(C(=O)Nc2sc3c(c2C(=O)O)CCC(C)C3)cc(OC)c1OC (stereo not drawn)	-0.3%	8%	/	/	/	13%	0.4%	/	-8%	/
CCOC(=O)c1nc(-c2ccccc2)sc1C(C)=O	0.4%	-2%	/	/	i	1.0%	-1.2%	/	13%	/
Cc1cc(C(F)F)n2nc(C(=O)Nc3sc4c(c3C(N)=O)CCC4)nc2n1	-0.1%	-3%	-7	-5	i	2.0%	1.1%[50 µM]	-3.8%	10%	-2.3%
Cc1ccc(S(=O)(=O)N(CC(=O)NCc2ccco2)C2CCCCC2)cc1	0.0%	1%	7	8	i	2.2%	1.0%	-1.4%	6%	-4.1%
COc1ccc(C(=O)N=C2SC3CS(=O)(=O)CC3N2Cc2ccc(OC)c(OC)c2)cc1 (stereo not drawn)	0.1%	0%	/	/	/	0.4%	-0.2%	/	4%	/
O=C(CCCC(=O)N1CCN(c2ccccc2F)CC1)N1CCN(c2ccccc2F)CC1	-0.3%	-4%	12	9	i	-0.3%	0.6%	2.7%	11%	-2.9%
CC(=O)OCC(OC(C)=O)C(OC(C)=O)C(OC(C)=O)C(=O)Nc1ccccc1C (stereo not drawn)	0.4%	-2%	-4	11	i	0.1%	1.0%	-0.1%	0%	-0.9%
COc1ccc(NC(=O)c2ccco2)c2ccccc12	-0.1%	5%	/	/	/	0.8%	0.6%	/	10%	/	Dengue-2 NS5 capping pilot replicate=-0.6
COc1ccccc1OCC(=O)Nc1cc(NC(=O)COc2ccccc2OC)cc(C(=O)O)c1	-1.0%	/	/	/	/	2.8%	1.9%	/	10%	/
CS(=O)(=O)N1CCC(C(=O)Nc2cccc(F)c2)CC1	-0.3%	1%	/	/	/	1.0%	0.1%	/	10%	/
COc1ccc(NC(=O)Nc2ccc(C)cc2Br)c(OC)c1	0.0%	6%	0	10	i	3.2%	2.6%	0.3%	4%	-7.8%
CC(CCc1ccccc1)NC(=O)CSc1cccc[n+]1[O-] (stereo not drawn)	-0.3%	-2%	-6	-9	i	0.6%	0.0%	-1.4%	4%	-4.1%
CCCCOC(=O)n1c(SCC(=O)N(CC)CC)nc2ccccc21	0.1%	-2%	56	22	i	0.9%	1.6%	-2.6%	4%	-0.1%
Cc1ccc(Nc2nc(Cl)c(C=O)s2)cc1	-0.2%	-44%	/	/	i	3.1%	-0.1%	/	3%	/
O=C(COC(=O)c1cc(S(=O)(=O)N2CCCCC2)ccc1N1CCOCC1)NC1CCCCC1	-0.2%	-8%	2	12	i	0.9%	0.0%	1.2%	7%	0.6%
CN1C(=O)/C(=C2\SC(=S)N(CCCCCC(=O)O)C2=O)c2ccccc21	0.3%	-2%	/	/	i	1.9%	0.0%	/	14%	/
O=C(NC1CCCCC1)C(c1ccc(O)cc1)N(CC1CCCO1)C(=O)C1COc2ccccc2O1 (stereo not drawn)	0.0%	-4%	6	-3	i	7.5%	-0.5%	-0.9%	9%	-4.4%
COc1ccc(CCNC(=O)c2cccnc2Cl)cc1OC	/	2%	/	/	/	1.2%	-1.3%	/	2%	/
CCn1c(CC(=O)Nc2ccccc2F)nnc1SCC(=O)Nc1nnc(C)s1	-0.3%	-3%	/	/	/	1.2%	0.3%	/	7%	/
COC(=O)c1cnc2ccccc2n1	1.1%	-6%	5	11	i	1.0%	1.8%	-0.1%	7%	-3.6%
O=C1CCCC2=C1C(c1cccs1)Nc1ccccc1N2 (stereo not drawn)	-0.1%	-3%	-3	9	i	1.8%	-8.2%	5.3%	19%	-1.9%
N#CCn1c(CN2CCCC2)nc2ccccc2c1=O	-0.1%	10%	/	/	/	-0.1%	-0.2%	/	5%	/
CCOC(=O)c1ccc(N=Cc2nc3ccccc3n2C)cc1	-0.3%	-3%	12	-2	i	2.3%	0.1%	-0.2%	15%	-6.4%
NC(=O)CC(NC(=O)Cc1cccc2ccccc12)c1ccc(N2CCC(Cc3ccccc3)CC2)c([N+](=O)[O-])c1 (stereo not drawn)	-0.2%	1%	/	/	/	2.6%	1.3%	/	7%	/
O=C(O)c1ccc(-n2nnnc2SCc2ccccc2F)cc1	0.0%	6%	3	1	i	1.7%	1.8%	0.2%	6%	-0.5%
CC(C)=NNc1nc2c(c(=O)n(C)c(=O)n2C)n1CCc1ccccc1	-0.4%	-3%	11	9	i	4.8%	0.2%	-1.0%	0%	-6.0%
O=C(Nc1cccc(Oc2ccc3c(c2)C(=O)NC3=O)c1)c1ccco1	-0.1%	-4%	-13	-18	i	-0.4%	-1.9%	-1.0%	1%	-7.4%
CCOc1ccc(-c2cccc(NS(=O)(=O)c3cc([N+](=O)[O-])ccc3C)c2)nn1	/	-2%	/	/	/	?	0.3%[50 µM]	/	2%	/
COc1cccc(N2CCN(C(=O)C3CCN(S(=O)(=O)c4ccc5c(c4)oc(=O)n5C)CC3)CC2)c1	-0.3%	-4%	/	/	/	0.3%	-0.1%	/	33%	/
CCN(c1ccccc1)S(=O)(=O)c1ccc(Oc2ccc(-n3ccnc3)cc2)nc1	-0.5%	1%	15	8	/	16%	i	/	13%	/
O=S(=O)(NCc1ccc2c(c1)OCO2)c1ccc(F)cc1	-0.7%	-3%	/	/	/	0.7%	0.5%	/	9%	/

Random excerpt: two compounds from above.
SMILES	West Nile virus CPE	Dengue-2 NS5 capping	WT yeast gro inh	WT yeast gro inh mutant strain	Yfh1-off respiration	RSV CPE inhibition	UTI89 phage lysis	CSM14.1 death rescue	SV40 large T antigen	XIAP displacement	others
COc1ccc(CCNC(=O)c2cccnc2Cl)cc1OC	/	2%	/	/	/	1.2%	-1.3%	/	2%	/
COc1cccc(N2CCN(C(=O)C3CCN(S(=O)(=O)c4ccc5c(c4)oc(=O)n5C)CC3)CC2)c1	-0.3%	-4%	/	/	/	0.3%	-0.1%	/	33%	/
